INS-1E GSIS act: GLuc luminescence reporter in INS-1E cells, primary screen for activators of glucose-dependent secretion of insulin | INS-1E GLuc reporter insulin secretion, 2-3 h | activation, % at 16.6 µM | hit rate 0.61% among 370,000 | AID 743287;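 active means lowest replicate activation of at least 40%, so every replicate reaches that level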;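 further: 0% = median of neutral control wells and 100% = median of IBMX positive control wells; some compounds called inactive have numbers as strong as hits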
Xi reactivation: reactivates the inactive X chromosome in mouse fibroblasts; XiGFP mouse fibroblasts, % GFP-positive cells imaging, 3 d; cells co-treated with 5-aza-dC sensitizer; scaled so ellipticine positive control = 100%; activation, % at 7.58 µM; hit rate 0.055% among 360,000;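 active means mean normalized replicate activation at least 10% and every replicate at or above 10%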;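 further: 0% = median of on-plate neutral control wells and 100% = ellipticine 6 µM median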
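System: XiGFP fibroblasts, SV40-immortalized. Medium: DMEM plus 5-aza-dC sensitizer. Doses: single point. Timing: 3 d treatment, 15 min room-temperature fixation. Control set: ellipticine 6 µM.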
CFTR F508del cor: correctors of CFTR F508del function in bronchial epithelial cells | hit rate 0.36% among 350,000 | AID 720511 | CFBE cells, YFP halide quenching; stimulated with forskolin plus potentiator P3; % fluorescence drop versus neutral controls | activity (quench increase), % at 7.58 µM;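 active means mean added fluorescence quench of at least 8% versus neutral control, with both replicates also reaching 8%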;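 further: cells transiently co-express mutant CFTR-F508del with the halide-sensitive YFP; corrector assay measuring rescue of mutant channel to the surface after 24 h compound exposure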
ERAP1 HTS inh: ERAP1 (human) enzyme inhibition; recombinant ERAP1, Leu-AMC fluorescence, 60 min; inhibition, % at 10.7 µM; hit rate 0.15% among 340,000;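 active means mean replicate inhibition of at least 30%, or all replicates individually reaching that 30% level; inactive means mean below 30% and not every replicate reaching it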;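 further: 0% = neutral control wells and 100% = L-leucinethiol positive control wells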
RAD54 branch: inhibitors of human RAD54 branch migration. Q92698. RAD54 Holliday junction branch migration, FAM/BHQ fluorescence. inhibition, % at 10.4 µM. hit rate 0.14% among 360,000;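 active means mean normalized replicate activity at least 40 and at least half of replicates scoring 40 or more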;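 further: 0% = median of neutral control wells and 100% = median of positive control wells; inhibitors cause a drop in the FAM fluorescence signal; in these data hits start at about 50%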
Target sequence (Q92698 whole entry, looked up): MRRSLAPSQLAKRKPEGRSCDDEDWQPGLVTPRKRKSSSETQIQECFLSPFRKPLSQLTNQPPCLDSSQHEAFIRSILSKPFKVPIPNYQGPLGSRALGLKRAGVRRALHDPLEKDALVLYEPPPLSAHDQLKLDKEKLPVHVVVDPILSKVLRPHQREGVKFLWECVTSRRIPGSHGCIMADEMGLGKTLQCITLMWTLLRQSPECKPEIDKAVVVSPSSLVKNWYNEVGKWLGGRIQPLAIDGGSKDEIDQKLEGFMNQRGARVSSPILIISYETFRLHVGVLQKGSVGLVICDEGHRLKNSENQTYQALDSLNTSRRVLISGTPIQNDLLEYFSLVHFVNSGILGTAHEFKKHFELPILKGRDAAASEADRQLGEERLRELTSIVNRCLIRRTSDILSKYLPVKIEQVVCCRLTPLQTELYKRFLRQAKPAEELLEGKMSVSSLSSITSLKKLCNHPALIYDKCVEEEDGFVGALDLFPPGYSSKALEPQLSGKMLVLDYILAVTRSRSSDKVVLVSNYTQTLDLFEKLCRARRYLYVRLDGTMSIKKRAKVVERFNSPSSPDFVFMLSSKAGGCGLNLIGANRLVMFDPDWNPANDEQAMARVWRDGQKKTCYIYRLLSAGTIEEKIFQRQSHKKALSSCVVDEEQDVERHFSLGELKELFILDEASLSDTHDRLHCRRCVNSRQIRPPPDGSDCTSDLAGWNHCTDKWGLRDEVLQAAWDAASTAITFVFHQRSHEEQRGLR
RAD52 anneal inh: RAD52 (human) annealing inhibition; hit rate 0.46% among 360,000; inhibition, % at 18.7 µM; recombinant RAD52 DNA annealing, FRET fluorescence; AID 651710;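 active means every replicate showing at least 50% inhibition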
esBAF inh: SWI/SNF esBAF complex inhibition; mouse ES cells, Bmi1-luciferase knock-in reporter, 24 h; 100% = twice the neutral-well signal; reporter increase, % at 12.5 µM; hit rate 2% among 350,000; AID 602393; in the data active means activation above about 40%;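 further: 0% = median of the plate's neutral control wells and 100% = double that signal; a rise in the Bmi1 reporter signal indicates esBAF inhibition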
ARNT TACC3 PPI: ARNT/TACC3 interaction disruption | AlphaScreen His-ARNT PAS-B/GST-TACC3 binding, luminescence; TACC3 fragment carries E629A point mutation | inhibition, % at 9.99 µM | hit rate 0.66% among 390,000 | AID 623870;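 active means mean inhibition of replicates at least 50% and at least half of replicates each reaching 50%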;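 further: 0% = complete ARNT plus TACC3 wells and 100% = ARNT alone without TACC3; many hits fall short of the cut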
* = called active by the depositor; / = not tested or not shown; & = joins results of further samples.

#	Molecule	ARNT TACC3 PPI	Xi reactivation	esBAF inh	ERAP1 HTS inh
1	CCCCNC(=O)C1(C)CCN1Cc1cc(C)ccc1C (centres undefined)	/	0.2	-5	7
2	CC(C)NC(=O)Nc1ccc2c(c1)C(=O)N([C@@H](C)CO)C[C@@H](C)[C@@H](CN(C)C(=O)CCCN(C)C)OCCCC[C@@H](C)O2	-7	0.3	/	3
3	CCCCN(CC)CCNC(=O)c1cc2c(-c3ccc(Cl)cc3)nn(C)c2s1	39	0.0	1	5
4	C[C@@H]1CCCCO[C@@H](CN(C)C(=O)C2CCCCC2)[C@H](C)CN([C@@H](C)CO)C(=O)c2cc(NC(=O)Nc3ccc(F)cc3)ccc2O1	-5	0.0	7	1
5	Cc1noc(C)c1NC(=O)N(C)C[C@H]1Oc2ccc(NC(=O)Nc3ccc(C(F)(F)F)cc3)cc2C(=O)N([C@H](C)CO)C[C@@H]1C	1	-0.2&0.1	5	-2&0
6	N#C/C(=C/c1ccccc1[N+](=O)[O-])c1nc(C2CC2)cs1	11	0.1	/	-2
7	O=C(Nc1cc(F)ccc1F)N1CCCCN2[C@@H](CO)[C@@H](c3ccc(-c4cccnc4)cc3)[C@@H]2C1	0	0.2	5	0
8	COc1ccccc1NC(=O)c1cc2c(CO)cnc(C)c2oc1=Nc1ccccc1	-4	0.0	-2	1

#	INS-1E GSIS act	RAD54 branch	CFTR F508del cor	RAD52 anneal inh
1	14	3	0.9	0
2	41	6	1.5	11
3	67*	82*	0.9	50*
4	-6	5	-0.1	-1
5	1&-11	2	-0.4&-0.7	-3&-12
6	/	/	/	-6
7	-9	7	2.4	4
8	-10	-10	-1.6	3

The listing continues.
#	Molecule	ARNT TACC3 PPI	Xi reactivation	esBAF inh	ERAP1 HTS inh
9	CC(C)OC(=O)Nc1ccc2c(c1)N(C(=O)CCN1CCOCC1)c1ccccc1CC2	7	0.0	/	-1
10	COC(=O)C1=C(C)N(Cc2ccccc2C(F)(F)F)C(=NCc2ccccc2)NC1c1cccc(C(F)(F)F)c1 (centres undefined)	/	-0.1	/	1
11	CCOc1ccc(C(=S)N2CCOCC2)cc1OCC	-19	/	-6	-2
12	Cc1ccc(N2CCN(C(=O)c3ccccc3)CC2)c(C)c1	5	/	7	-2
13	COc1ccc(NC(=O)COC(=O)[C@@H]2CCCN2S(=O)(=O)c2ccccc2F)c(OC)c1	4	-0.1	6	-1
14	O=C(CSc1ccc(-c2ccco2)nn1)NCc1ccc2c(c1)OCO2	0	0.0	/	-3
15	COc1ccc(C(=O)NCc2nnc(SCC(=O)c3ccccc3)n2C)cc1	3	0.0	/	1
16	COCC(=O)N1CCCCN2[C@H](CO)[C@@H](c3ccc(-c4cccc(C)c4)cc3)[C@H]2C1	-7	0.5	/	0

#	INS-1E GSIS act	RAD54 branch	CFTR F508del cor	RAD52 anneal inh
9	5	/	1.7	-13
10	/	/	1.9	-46
11	32	1	-0.9	0
12	-12	-24	0.1	2
13	2	3	-2.3	-8
14	34	/	-1.8	-9
15	-36	/	0.0	-5
16	2	5	-1.9	-1

Reformatted as tab-separated lines: entries from further up.
nr	SMILES	ARNT TACC3 PPI	Xi reactivation	esBAF inh	ERAP1 HTS inh	INS-1E GSIS act	RAD54 branch	CFTR F508del cor	RAD52 anneal inh
5	Cc1noc(C)c1NC(=O)N(C)C[C@H]1Oc2ccc(NC(=O)Nc3ccc(C(F)(F)F)cc3)cc2C(=O)N([C@H](C)CO)C[C@@H]1C	1	-0.2&0.1	5	-2&0	1&-11	2	-0.4&-0.7	-3&-12
6	N#C/C(=C/c1ccccc1[N+](=O)[O-])c1nc(C2CC2)cs1	11	0.1	/	-2	/	/	/	-6

(next part)
#	Molecule	ARNT TACC3 PPI	Xi reactivation	esBAF inh	ERAP1 HTS inh
17	CC(=O)Nc1ccc(-c2ccnc3c2CC(C)(C(=O)Nc2ccccc2)O3)cc1 (centres undefined)	/	0.1	-2	1
18	Cc1ccc(S(=O)(=O)N2CCC(=O)N(C(CO)C(C)C)CC2)cc1 (centres undefined)	36	0.0	-4	-1
19	CC1Oc2ccccc2N(Cc2ccc(F)cc2)C1=O (centres undefined)	-8	0.1	-10	-5
20	COC(=O)C1(C(=O)OC)C[C@H](/C=C/c2ccccc2)N(Cc2ccccc2OC)[C@@H]1c1ccc(F)cc1	/	0.0	/	-1
21	CCCC(=O)Nc1ccc2c(c1)C(=O)N(C)C[C@H](OC)[C@H](C)CN(C(=O)c1ccccn1)[C@@H](C)CO2	9	0.1	4	/
22	CC(C)(C)c1ccc(Oc2ccc(NC(=O)c3cccs3)cn2)cc1	-7	0.1	-4	-4
23	CO[C@H]1CN(C)C(=O)c2cc(NC(=O)NC3CCCCC3)ccc2OC[C@@H](C)N(C(C)=O)C[C@H]1C	3	0.1	2	-2
24	C[C@@H]1CN([C@H](C)CO)C(=O)c2cc(NS(=O)(=O)c3cccs3)ccc2O[C@H]1CN(C)C(=O)Nc1cccc2ccccc12	-6	-1.2	0	0

#	INS-1E GSIS act	RAD54 branch	CFTR F508del cor	RAD52 anneal inh
17	/	-2	1.0	-7
18	-2	8	2.4	-3
19	12	-11	2.7	-7
20	/	/	1.5	-132
21	-1	0	-1.0	-8
22	/	2	-2.6	-1
23	9	5	1.8	12
24	7	26	-0.5	-16

(cont.)
#	Molecule	ARNT TACC3 PPI	Xi reactivation	esBAF inh	ERAP1 HTS inh
25	O=C(C[C@H]1C[C@@H]2c3cc(NC(=O)C4CCC4)ccc3O[C@@H]2[C@H](CO)O1)NCc1ccc2c(c1)OCO2	-7	0.4	3	0
26	O=C(c1[nH]c(C(F)(F)F)nc1-c1ccccc1)N1CCN(c2ccc(C(F)(F)F)cn2)CC1	/	-0.1	-6	-1
27	O=C(NCc1ccco1)C1CCCN(S(=O)(=O)c2ccccc2)C1 (centres undefined)	-17	/	3	1
28	COc1ccc(NC(=O)/C(C#N)=C\c2cc(C)n(-c3ccc4c(c3)OCO4)c2C)cc1	9	0.3	/	4
29	Cc1ccc(NC(=S)N2CCN(S(C)(=O)=O)CC2)cc1C	-14	0.3	-13	2
30	Cc1ccnc2nc(C(=O)OCC(=O)NC3CCC(C)CC3)nn12 (centres undefined)	-7	-0.4	2	2
31	Cc1ccc(S(=O)(=O)N(C)C[C@H]2OCCCC[C@@H](C)Oc3ccc(NS(=O)(=O)c4ccc(Cl)cc4)cc3C(=O)N([C@H](C)CO)C[C@@H]2C)cc1	-11	0.0	1	-1
32	CCc1nonc1NC(=O)COc1cc(C)c(Cl)c(C)c1	-7	0.3	0	-2

#	INS-1E GSIS act	RAD54 branch	CFTR F508del cor	RAD52 anneal inh
25	-6	1	-0.7	12
26	/	8	-2.3	-9
27	-11	7	2.5	-1
28	-30	/	/	-13
29	-2	2	-2.1	-13
30	/	-4	-1.6	-12
31	-3	-9	4.6	6
32	10	1	-2.3	-18

Looked up above.
CCc1nonc1NC(=O)COc1cc(C)c(Cl)c(C)c1 in esBAF inh is entered as 0
Cc1ccc(NC(=S)N2CCN(S(C)(=O)=O)CC2)cc1C in CFTR F508del cor is entered as -2.1

The results go on:
#	Molecule	ARNT TACC3 PPI	Xi reactivation	esBAF inh	ERAP1 HTS inh
33	COc1ccc(-c2csc(Nc3cccc(C)n3)n2)cc1	-2	0.0	27	-4
34	COCC(=O)N(C)C[C@H]1Oc2cc(C#C[C@@H](C)O)ccc2S(=O)(=O)N([C@H](C)CO)C[C@H]1C	-2	-0.6	-1	-3
35	COc1cccc(C2=NOC(C(=O)N3CCN(Cc4ccccc4)CC3)C2)c1OC (centres undefined)	-2	/	-2	/
36	CC(C)CCN(C(=O)Nc1ccc(Cl)cc1)C1CCN(C(C)C)CC1	2	0.4	/	-1
37	O=C(O)C(Cc1ccc(Cl)cc1)Sc1nc2ccccc2[nH]1 (centres undefined)	8	0.0	-1	2
38	Cc1ccc(/C=C/C(=O)c2c(C)cc(C)[nH]c2=O)cc1	-3	/	15	1
39	Cc1ccc(S(=O)(=O)NCc2c(-c3ccccc3)c3cc(Cl)ccc3[nH]c2=O)cc1	-4	0.1	0	/
40	Cc1ccc(C2=NC(=O)/C(=C/c3cc(O)c(O)c(Br)c3)S2)cc1	20	0.0	6	-4

#	INS-1E GSIS act	RAD54 branch	CFTR F508del cor	RAD52 anneal inh
33	9	-3	4.4	9
34	5	9	2.9	-12
35	-10	-2	/	/
36	-12	/	-0.4	-12
37	3	-4	-1.0	-12
38	-4	-1	-1.4	-15
39	-31	5	/	/
40	-32	-13	-2.1	-65

Continuation.
#	Molecule	ARNT TACC3 PPI	Xi reactivation	esBAF inh	ERAP1 HTS inh
41	COc1ccc(O)c(CN2CCC(n3nccc3NC(=O)C3CCCC3)CC2)c1	1	0.3	-7	-1
42	O=C(C[C@@H]1C=C[C@@H](NC(=O)c2cccc(F)c2)[C@@H](CO)O1)Nc1nccs1	1	-0.1	3	0
43	CCCCCN(C(=O)CCC(=O)OCCOc1ccccc1Cl)c1c(N)n(CCCC)c(=O)[nH]c1=O	0	0.0	7	-3
44	Cc1cc(C(=O)Nc2ccc3c(c2)C(=O)N(C)[C@H]2CC[C@H](CC(=O)NC4CCCC4)O[C@H]2CO3)no1	-4	0.3	4	5
45	C[C@@H]1CN([C@@H](C)CO)C(=O)c2cc(-c3ccc(C#N)cc3)cnc2O[C@@H]1CN(C)C(=O)CC1CC1	-14	0.0	1	-2
46	CCCCC12CN3CC(C)(CN(C1)C3c1ccc([N+](=O)[O-])o1)C2=O (centres undefined)	-1	0.0	-7	0
47	CCCCCNC(=O)c1ccc2c(c1)ncn2-c1ccc(OC)cc1	17	0.0	9	0
48	COc1ccc2c3c(n(C)c2c1)[C@@H](CO)N(C(=O)CC1CC1)CC31CN(Cc2ccccc2)C1	/	1.5	/	-1

#	INS-1E GSIS act	RAD54 branch	CFTR F508del cor	RAD52 anneal inh
41	6	10	-0.4	-8
42	11	4	-0.8	-7
43	-56	7	-2.1	-8
44	-4	0	-2.1	5
45	18	0	-0.6	-5
46	/	-5	1.8	-10
47	-23	-11	2.0	-19
48	-4	/	0.2	14

(further entries)
#	Molecule	ARNT TACC3 PPI	Xi reactivation	esBAF inh	ERAP1 HTS inh
49	COc1cccc(CNC(=O)C[C@@H]2C=C[C@@H](NC(=O)C3CC3)[C@@H](CO)O2)c1	5	-1.1	5	-1
50	C[C@@H]1CCCCO[C@H](CN(C)CC2CCCCC2)[C@@H](C)CN([C@H](C)CO)C(=O)c2cc(NS(=O)(=O)c3cccs3)ccc2O1	-5	0.4	-1	-2
51	O=C(Nc1ccc2c(c1)OCO2)N1CCN(C(=O)C2CCCO2)CC1 (centres undefined)	-3	/	20	/
52	COc1ccc(C(=O)N/N=C(\C)c2ccc(NC(=O)Cc3ccccc3)cc2)c(OC)c1	0	0.4	/	3

#	INS-1E GSIS act	RAD54 branch	CFTR F508del cor	RAD52 anneal inh
49	-3	1	-2.9	-4
50	-2	3	1.1	9
51	-8	5	/	/
52	9	-5	-1.0	-3

INS-1E GSIS act, entries above that show a hit.
entry | SMILES | ARNT TACC3 PPI | esBAF inh | ERAP1 HTS inh | INS-1E GSIS act | CFTR F508del cor | RAD52 anneal inh
3 | CCCCN(CC)CCNC(=O)c1cc2c(-c3ccc(Cl)cc3)nn(C)c2s1 | 39 | 1 | 5 | 67* | 0.9 | 50*

Compound activity deposited in PubChem BioAssay by Broad Institute.

An unsorted share of the library (roughly 3.3% active in at least one column).
